Bioassay records as filed in PubChem.
BoNT-A LC inh2: blocks Botulinum neurotoxin A light chain protease; multiplex microsphere protease substrate cleavage, flow cytometry; AID 588499; hit rate 0.17% among 360,000; inhibition, % at 10 µM; in the data active = inhibition above about 30%; inconclusive = no clear call, values can overlap the other calls; note: plate controls were buffer without enzyme for full effect and enzyme alone for no effect
CCHF vOTU inh: blocks the CCHF virus ovarian tumor domain protease. hit rate 0.55% among 370,000. inhibition, % at 11.5 µM. CCHFV vOTU protease, Pep-AMC fluorescence; note: 0% = vehicle wells with enzyme and 100% = no enzyme wells
FadD28 FP inh: M. tuberculosis FadD28 bisubstrate binding inhibition | FadD28 bisubstrate probe binding, fluorescence polarization | inhibition, % at 12.5 µM | hit rate 0.22% among 360,000 | AID 588549; in the data active = inhibition above about 8.5%, passing the limit was not always enough; inconclusive = no clear call, values can overlap the other calls
GDH-TPI inh: inhibits GDH-TPI coupling enzymes, artifact for Mtb FBA screen; inhibition, % at 4.8 µM; hit rate 1.2% among 360,000; GDH-TPI coupled enzyme counterscreen, NADH absorbance;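 note: 0% = DMSO wells and 100% = wells lacking the enzyme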
PrPC TRFRET: reduces human prion protein on the cell surface | cell surface PrPC, TR-FRET read-out | inhibition, % at 13.8 µM | hit rate 0.43% among 370,000 | AID 720596; in the data active = inhibition above about 24%; note: 0% = median of the test wells and 100% = reference compound wells
BioA inh: inhibitors of Mycobacterium tuberculosis BioA enzyme; purified M. tuberculosis BioA enzyme, plate reader; inhibition, % at 9.99 µM; hit rate 0.096% among 360,000; AID 602481; in the data active = inhibition above about 40%; inconclusive = no clear call, values can overlap the other calls
Mtb UGM inh: Mtb UDP-galactopyranose mutase inhibition; AID 504406; inhibition, % at 10 µM; hit rate 0.06% among 320,000; P9WIQ1; purified UGM, fluorescence polarization probe displacement; in the data active = inhibition above about 10%, passing the limit was not always enough; inconclusive = no clear call, values can overlap the other calls
Target sequence (P9WIQ1 whole entry, looked up): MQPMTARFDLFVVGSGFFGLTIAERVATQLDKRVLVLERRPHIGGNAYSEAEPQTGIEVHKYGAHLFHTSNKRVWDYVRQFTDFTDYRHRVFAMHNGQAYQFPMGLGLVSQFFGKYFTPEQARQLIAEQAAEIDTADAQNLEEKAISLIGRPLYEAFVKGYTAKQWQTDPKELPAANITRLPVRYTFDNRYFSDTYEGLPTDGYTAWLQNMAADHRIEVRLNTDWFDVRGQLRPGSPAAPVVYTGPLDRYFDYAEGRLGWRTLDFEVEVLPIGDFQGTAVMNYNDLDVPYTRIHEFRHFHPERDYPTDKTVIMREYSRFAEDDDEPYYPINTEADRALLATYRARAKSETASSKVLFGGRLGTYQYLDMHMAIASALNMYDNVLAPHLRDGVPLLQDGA
BoNT-F LC inh: BoNT F light chain protease inhibition. Multiplex microsphere protease cleavage assay, flow cytometry. inhibition, % at 10 µM. hit rate 0.22% among 360,000; in the data active = inhibition above about 35%, passing the limit was not always enough; inconclusive = no clear call, values can overlap the other calls; note: plate controls were buffer without enzyme for full effect and enzyme alone for no effect
Mtb FBA inh: Mtb fructose-bisphosphate aldolase inhibition | P9WQA3 | purified M. tuberculosis FBA, fluorescence read-out | inhibition, % at 1 µM | hit rate 2.3% among 360,000 | AID 588726; in the data active = inhibition above about 27%;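 note: 0% = vehicle and 100% = reference inhibitor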
Target sequence (P9WQA3 whole entry, looked up): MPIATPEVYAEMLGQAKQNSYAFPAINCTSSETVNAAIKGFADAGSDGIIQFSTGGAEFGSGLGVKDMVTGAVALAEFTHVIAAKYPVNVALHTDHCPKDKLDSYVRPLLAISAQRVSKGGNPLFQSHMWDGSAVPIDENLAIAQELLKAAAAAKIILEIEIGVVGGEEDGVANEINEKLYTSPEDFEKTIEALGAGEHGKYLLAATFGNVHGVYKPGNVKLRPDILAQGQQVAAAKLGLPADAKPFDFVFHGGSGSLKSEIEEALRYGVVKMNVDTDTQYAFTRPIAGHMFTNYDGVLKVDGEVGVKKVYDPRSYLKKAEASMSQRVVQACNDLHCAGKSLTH
* = called active by the depositor; ? = inconclusive; · = no result given. Cut-off read from the data, not from the text of the source, unless noted: active = inhibition above about 30%; inactive = the rest.

Start of the listing, in advance (2 entries):
SMILES	BoNT-A LC inh2	CCHF vOTU inh	FadD28 FP inh	GDH-TPI inh	PrPC TRFRET	BioA inh	Mtb UGM inh	BoNT-F LC inh	Mtb FBA inh
CS(=O)(=O)CCN1CC2CCCC(C2)C1	0.3	-6	-3.0	1	-2	-2.0	·	-3	-1
O=C(Cc1ccc([N+](=O)[O-])cc1)Nc1ccon1	1.2	-13	-1.4	7	-8	-1.3	0.4	8	3

All compounds of this part, from the first entry:
SMILES	BoNT-A LC inh2	CCHF vOTU inh	FadD28 FP inh	GDH-TPI inh	PrPC TRFRET	BioA inh	Mtb UGM inh	BoNT-F LC inh	Mtb FBA inh
CS(=O)(=O)CCN1CC2CCCC(C2)C1	0.3	-6	-3.0	1	-2	-2.0	·	-3	-1
O=C(Cc1ccc([N+](=O)[O-])cc1)Nc1ccon1	1.2	-13	-1.4	7	-8	-1.3	0.4	8	3
COc1ccc(CSc2nnnn2C)cc1[N+](=O)[O-]	0.1	-11	1.6	9	-19	0.7	0.7	-6	2
COC(=O)c1ccc(NC(=O)CN2CCC(NC(=O)c3ccccc3F)CC2)cc1	-0.6	1	-3.7	-3	-7	0.5	·	-9	-2
Cc1cccc(NC(=O)CCc2nc3sc4c(c3c(=O)[nH]2)CCCC4)c1	·	2	1.4	19	4	·	1.2	·	2
Cc1ccc(C(C)NC(=S)NCc2ccc(F)cc2)cc1C (configuration not stated)	-3.0	3	-2.0	9	8	0.7	-2.8	-3	1
Cc1nn(-c2ccccc2)c(C)c1NS(=O)(=O)c1ccccc1	0.7	-12	-1.8	13	3	·	0.9	2	3
O=C1NC(=O)N(c2ccccc2)C(=O)/C1=C/c1ccc([N+](=O)[O-])s1	0.0	11	25*	-4	-13	·	1.2	-12	-7
Cc1cc(OC(=O)c2cccc(F)c2)c([N+](=O)[O-])c(=O)[nH]1	-0.2	9	0.4	10	-4	-1.2	-0.2	0	1
O=C(OCC(=O)N1CCN(C(=O)c2ccco2)CC1)c1cc(-c2ccco2)nc2ccccc12	0.1	·	0.8	11	·	-0.4	-1.3	1	7
N#Cc1c(NC(=O)Cn2nc(C(F)(F)F)c3c2CCCC3)sc2c1CCC2	-0.3	1	-2.6	5	-2	-4.5	-1.4	3	0
O=C(NCc1cccs1)Nc1ccc2c(c1)OCO2	-0.7	0	2.2	5	-4	-3.4	1.2	-12	-1
Cc1cc(C)n(C(=O)c2ccc(C)c(S(=O)(=O)N3CCCC3)c2)n1	0.2	18	-2.1	-12	2	0.2	-1.4	-2	-1
Cc1cc(C)cc(NC(=O)c2cccc(NC(=O)C3C4CC5OC(=O)C3C5C4)c2)c1 (configuration not stated)	0.0	·	-5.4	7	·	·	1.4	-4	3
COc1ccc(N(CC(=O)Nc2ccc(OC)c(Cl)c2)S(=O)(=O)c2c(C)noc2C)cc1	2.4	-5	-1.1	10	2	-0.6	0.6	2	-2
CCCCn1c(O)c(C=NCCN2CCCCC2)c(=O)[nH]c1=O	-0.7	-3	-0.5	2	1	-2.5	0.1	-6	-4
COc1ccccc1-c1nc(SCC(=O)N2CCOCC2)n[nH]1	-1.0	7	-3.6	-10	4	-1.8	-1.1	12	-1
CC(C)(C)Cc1nnc(NC(=O)Cc2ccc([N+](=O)[O-])cc2)s1	-0.9	7	-2.7	1	0	·	-0.1	-6	0
COc1ccc(NC(=O)NCc2ccc3c(c2)OCO3)c(OC)c1	0.5	-2	-2.2	-12	1	-0.2	-2.1	-6	-3
CCn1cc(C(=O)NCCCOC)c(=O)c2cc(S(=O)(=O)N3CCC(C)CC3)ccc21	1.2	4	-0.1	19	-1	0.4	-0.4	-1	-3
C=C(C)C(=O)N1CC2(CC(c3cccc(NC(=O)c4ccccc4)c3)=NO2)C[C@@H]1C(N)=O (some centres not stated)	0.3	2	-3.5	-11	-2	13	1.8	8	4
O=[N+]([O-])c1ccc(Nc2ccccn2)c([N+](=O)[O-])c1	-1.2	-4	-1.6	16	-35	1.0	-0.2	-7	1
Cc1ccc(NC(=O)CNC(=O)c2ccccc2F)cc1Cl	-0.6	4	1.3	5	-4	-0.4	0.4	-8	-1
CC(C)Oc1ccc(CNC(=O)CCC(=O)N2CCSc3ccccc32)cc1	-0.5	13	-2.4	-3	2	0.0	-2.5	-5	-2
CCOC(=O)C1(CC2CC2)CCN(S(=O)(=O)/C=C/c2ccccc2)CC1	-0.1	-1	-4.1	2	-2	·	0.3	-6	-2

Other structures follow.
SMILES	BoNT-A LC inh2	CCHF vOTU inh	FadD28 FP inh	GDH-TPI inh	PrPC TRFRET	BioA inh	Mtb UGM inh	BoNT-F LC inh	Mtb FBA inh
Cc1ccccc1NC1=C(Cl)C(=O)OC1OC(=O)c1ccco1 (configuration not stated)	0.2	-3	-8.5	1	6	2.4	-1.6	-10	-1
COc1ccc(-c2nnc(SCC(=O)Nc3nc4ccccc4s3)n2C)cc1	1.4	2	-3.8	4	3	0.1	·	12	2
CCOc1cc(/C=N/NC(=O)c2ccc(N(C)S(=O)(=O)c3ccccc3)cc2)ccc1OC	-1.3	8	-3.9	42*	1	0.1	-0.3	0	1
CC(NC(=O)c1ccco1)C(=O)N1CCCCC1 (configuration not stated)	1.7	4	-0.6	1	-7	-0.3	0.6	1	0
O=C(O)c1ccccc1NC(=O)c1ccccc1-c1ccccc1C(=O)O	1.5	-8	-1.5	-5	-1	-1.2	4.2	6	2
CNC(=O)C(=O)Nc1c(C)cc(C)cc1C	-0.2	3	-3.3	-6	4	·	0.8	-8	-2
CC(OC(=O)c1n[nH]c2ccccc12)C(=O)NC1CCCCC1C (configuration not stated)	-0.7	7	-2.7	5	-8	-0.9	-3.8	1	11
CCCN(CCC)CCCNC(=O)C1c2cc(OC)c(OC)cc2C(=O)N(C)C1c1cccs1 (configuration not stated)	-0.3	-2	-2.0	10	-2	-0.5	0.0	2	-4
COc1ccc(C(CNC(=O)COc2ccccc2-c2ccccc2)N2CCOCC2)cc1 (configuration not stated)	-0.5	11	-1.8	-3	2	·	-0.9	-2	-2
COc1ccc(-c2cc3c(=O)n(CC(=O)NCCCN4CCN(Cc5ccccc5)CC4)ncn3n2)cc1	-0.6	-3	1.0	0	-6	-2.7	1.5	3	20
O=C(Nc1ccccc1F)C1COc2ccccc2O1 (configuration not stated)	-5.7	-7	2.4	4	1	-1.3	-0.7	?	0
Cc1noc(C)c1COC(=O)c1ccccc1Sc1ccccc1C#N	0.4	-1	-5.6	-5	8	4.1	1.9	-7	3
CCCCOC(=O)C1=C(N)N2C(=O)C(C)SC2=C(C(=O)OCC)C1c1ccc(O)c(OC)c1 (configuration not stated)	-0.8	12	-2.1	-4	-2	·	3.4	2	1
Cc1ccc(S(=O)(=O)NC(=O)C2(C)CCN2C(=O)Cc2ccc(Cl)cc2Cl)cc1 (configuration not stated)	0.0	-1	-0.9	4	1	0.6	·	-2	3
CC(=O)NCCOc1nc(N(C)C)nc(N(C)C)n1	-1.9	-5	-0.9	2	-4	-11	-0.9	-18	1
Cc1ccc(S(=O)(=O)NC(Cc2c[nH]c3ccccc23)C(=O)O)cc1 (configuration not stated)	1.4	0	-1.0	3	-5	-2.2	-2.5	-3	0
COc1ccc(CN2CCC(=O)N([C@H](CO)c3ccccc3)CC2)cc1	-0.6	8	-1.5	-3	-1	-0.5	0.8	2	-9
CC(C)N1CCc2c(sc(NC(=O)c3cc(-c4cccs4)nc4ccccc34)c2C(N)=O)C1	0.9	·	-9.8	30	·	-3.3	0.3	-5	10
Cc1cc(C)c(NC(=O)C2CCCO2)c(C)c1 (configuration not stated)	0.9	-3	-0.6	-3	1	·	1.9	8	1
CCN1CCN(c2ccc(S(=O)(=O)N(CC)CC)cc2[N+](=O)[O-])CC1	0.0	4	-0.5	-4	-16	·	-2.7	1	-2
O=C(NC(=S)NN1CCCCC1c1cccnc1)c1ccc(Cl)cc1Cl (configuration not stated)	-0.4	5	-3.0	9	8	-1.6	0.2	?	4
Clc1ccc(C(CCN2CCCC2)Cc2ccccc2)cc1 (configuration not stated)	-0.4	-9	-3.8	10	4	·	1.4	?	0
NC(=O)Cn1cc(/C=N\NS(=O)(=O)c2ccc(F)cc2)c2ccccc21	0.7	1	-1.2	5	1	0.0	1.0	-4	-4
CCC(C)c1ccccc1NC(=O)CN1CCN(C/C=C/c2ccccc2)CC1 (configuration not stated)	-0.4	-5	-1.0	6	1	·	0.6	-5	-3
CCCC/C=C1\CCc2c([nH]c3ccccc23)C1=O	-0.2	13	-5.0	10	0	0.1	-2.6	-5	4

(next part)
SMILES	BoNT-A LC inh2	CCHF vOTU inh	FadD28 FP inh	GDH-TPI inh	PrPC TRFRET	BioA inh	Mtb UGM inh	BoNT-F LC inh	Mtb FBA inh
COc1ccc2ccc3ccc(OC)c(OC(C)=O)c3c2c1	-0.4	10	-17	4	-3	·	·	-9	9
C[C@]12CCC3[C@@H](CC[C@@H]4C[C@H](O)CC[C@]34C)[C@@H]1CCC2=O (some centres not stated)	-0.6	3	-0.7	2	-4	0.7	0.8	-2	1
CCCCC1=CC2=C(c3ccco3)C(=O)C(C)(OC(=O)c3ccc(OC)cc3)C(=O)C2=CN1CCCN(CC)CC (configuration not stated)	0.4	8	-4.0	0	4	-2.1	2.7	-34	-1
COc1ccc(C(=O)N[C@H](C(=O)NCCCSc2ccccc2)C(C)C)cc1	0.4	22	1.1	-2	15	3.7	-0.1	8	1
Cc1nc2ccccc2cc1C(=O)NCc1ccc(F)cc1	0.9	12	-3.6	0	17	0.5	1.2	-1	-4
Cc1ccc(C(=O)N[C@H](C(=O)OCC(=O)NC2CCS(=O)(=O)C2)C(C)C)cc1 (some centres not stated)	-0.6	-6	-1.2	-4	4	·	0.8	0	-3
O=C(CCCCC(=O)Nc1ccc(F)cc1)Nc1ccc(F)cc1	-1.9	-10	-1.4	-4	13	-3.8	1.8	-10	0
CC(=O)Nc1ccc(S(=O)(=O)NC(CC(=O)O)c2ccc(C)cc2)cc1 (configuration not stated)	1.0	13	0.9	16	5	-3.1	-1.2	-1	5
CCC(C)[C@H](NS(=O)(=O)c1ccc(C)cc1)C(=O)N1CCC(C(=O)N2CCC(C(=O)OC)CC2)CC1 (some centres not stated)	0.3	6	-2.9	9	9	-0.1	-0.5	-2	-1
CN1CCN(C(=O)c2cnn3c(C(F)(F)F)cc(-c4ccc5c(c4)OCO5)nc23)CC1	0.6	17	-3.2	15	-18	-0.8	1.1	7	-1
C/C(=N/Nc1nc(-c2ccccc2)c(CC(=O)O)s1)c1ccccc1	0.5	-1	-2.4	22	2	·	·	-2	-1
NC1=NC(=O)C(Cc2ccc(F)cc2)S1 (configuration not stated)	-0.4	-4	-0.3	4	8	-2.4	-1.4	-11	2
NC(=O)c1ccc(CSc2nc3ccccc3s2)cc1	-3.6	4	0.0	4	3	-0.4	-1.4	-2	3
CCOc1cccc2sc(NN)nc12	0.0	0	4.1	1	-9	·	·	-13	10
CCCNC(=O)c1csc2c1CCCCC2	0.7	3	-2.9	6	-3	·	-1.2	9	-10
CCN(CC)C(=N)/C(C#N)=N/Nc1ccccc1	0.1	-6	0.8	21	3	-9.6	0.2	1	1
CCOC(=O)c1ccccc1OCc1cc(/C=N/NC(=O)c2ccncc2)ccc1OC	·	4	-7.2	38*	5	-2.0	2.4	·	3
O=C(COC(=O)C1CCN(S(=O)(=O)c2cccs2)CC1)Nc1ccc(F)c(F)c1F	-0.6	0	-3.5	2	5	-0.6	·	6	-2
O=C(NC1CCOC1)c1cc(COc2cccc(C(F)(F)F)c2)on1 (configuration not stated)	-1.5	0	-0.3	4	5	-5.8	-0.2	0	3

Profiles from above. Values in the order: BoNT-A LC inh2, CCHF vOTU inh, FadD28 FP inh, GDH-TPI inh, PrPC TRFRET, BioA inh, Mtb UGM inh, BoNT-F LC inh, Mtb FBA inh
Record of CCOc1cccc2sc(NN)nc12 → 0.0, 0, 4.1, 1, -9, ·, ·, -13, 10
Record of O=C(NC1CCOC1)c1cc(COc2cccc(C(F)(F)F)c2)on1 (configuration not stated) → -1.5, 0, -0.3, 4, 5, -5.8, -0.2, 0, 3
Record of C[C@]12CCC3[C@@H](CC[C@@H]4C[C@H](O)CC[C@]34C)[C@@H]1CCC2=O (some centres not stated) → -0.6, 3, -0.7, 2, -4, 0.7, 0.8, -2, 1
Record of CCCNC(=O)c1csc2c1CCCCC2 → 0.7, 3, -2.9, 6, -3, ·, -1.2, 9, -10
Record of Cc1ccc(C(=O)N[C@H](C(=O)OCC(=O)NC2CCS(=O)(=O)C2)C(C)C)cc1 (some centres not stated) → -0.6, -6, -1.2, -4, 4, ·, 0.8, 0, -3
